VLA-4 inh = inhibition in human VLA-4 binding assay, primary screen, VLA-4 allosteric modulator project, MLPCN library, flow cytometry, VLA-4 expressing cells; Integrin alpha-4 (Homo sapiens), P13612; 330,000 tested, 0.2% active; inhibition, % (about 7 µM as worked out from the volumes in the protocol); ligand binding flow cytometry; AID 2557, 2010; in the data active means inhibition above about 50%
PP5 inh = PP5 phosphatase inhibitors, primary screen, biochemical, fluorescence; Serine/threonine-protein phosphatase 5 (Homo sapiens), P53041; purified PP5c, OMFP substrate fluorescence; inhibition, % at 6.7 µM; 320,000 tested, 0.18% active; AID 1987, 2009;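 active means inhibition above the campaign's mean inhibition across all tested compounds plus 3 SD, cut at about 9.5% in these data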;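 further: 0% = DMSO only and 100% = 100 µM cantharidin control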
CTSL1 counter = Fasciola hepatica cathepsin L1 inhibitors, primary screen, counter-screen for PFM18AAP inhibitor project, biochemical, QFRET, fluorogenic peptide substrate; recombinant F. hepatica cathepsin L1, Z-Leu-Arg-MCA fluorescence; inhibition, % at 5.96 µM; 300,000 tested, 0.49% active;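 active means inhibition above the mean of all tested compounds plus 3 SD, set per screening campaign, cut at about 17% in these data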;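 further: 0% = plate median of test compound wells and 100% = 1 µM Z-Phe-Ala-diazomethylketone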
proCasp7 act = procaspase-7 activators, primary screen, counter-screen for procaspase-3 activator project, biochemical, absorbance, HTS, human. activation, % at 8.5 µM. recombinant procaspase-7, Ac-DEVD-pNA absorbance 405 nm; D23A/D198A/D206A triple mutant, cannot self-cleave; scale: DMSO 0, 5 µM enzyme 100. 330,000 tested, 0.093% active. Caspase-7 (Homo sapiens), P55210;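 active means percent activation above the screen-wide mean plus 3 SD, cut at about 25% in these data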
Target sequence (P55210 whole entry D23A/D198A/D206A): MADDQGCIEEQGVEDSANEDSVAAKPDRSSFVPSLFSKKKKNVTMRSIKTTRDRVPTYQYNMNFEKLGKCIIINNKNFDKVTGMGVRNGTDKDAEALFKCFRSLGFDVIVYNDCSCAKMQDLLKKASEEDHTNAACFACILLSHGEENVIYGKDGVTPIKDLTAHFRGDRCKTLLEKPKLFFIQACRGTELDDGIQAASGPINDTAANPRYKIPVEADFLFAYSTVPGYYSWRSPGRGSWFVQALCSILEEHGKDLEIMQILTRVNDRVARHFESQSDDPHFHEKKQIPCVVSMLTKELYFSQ
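Detection: p-Nitroaniline absorbance at 405 nm, read at 0 and 120 min; system: Uncleavable procaspase-7 mutant enzyme; evaluation: % activation from two-timepoint absorbance difference, scaled to controls; times: 1 h enzyme–compound preincubation and 2 h substrate reaction, both 25 °C; buffer or medium: Zinc-free HEPES pH 7.4 with 300 mM NaCl, 0.01% Triton X-100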
PP1 inh = PP1-alpha phosphatase inhibitors, primary screen, counter-screen for PP5 inhibitor project, biochemical, fluorescence, OMFP substrate, single point; inhibition, % at 6.7 µM; Serine/threonine-protein phosphatase PP1-alpha catalytic subunit (Homo sapiens), P62136; 320,000 tested, 0.9% active; purified PP1alpha; AID 2235, 2010;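 active means inhibition above the mean inhibition of all tested compounds plus 3 SD, computed separately for each screening campaign, cut at about 15% in these data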
Target sequence (P62136 whole entry, looked up): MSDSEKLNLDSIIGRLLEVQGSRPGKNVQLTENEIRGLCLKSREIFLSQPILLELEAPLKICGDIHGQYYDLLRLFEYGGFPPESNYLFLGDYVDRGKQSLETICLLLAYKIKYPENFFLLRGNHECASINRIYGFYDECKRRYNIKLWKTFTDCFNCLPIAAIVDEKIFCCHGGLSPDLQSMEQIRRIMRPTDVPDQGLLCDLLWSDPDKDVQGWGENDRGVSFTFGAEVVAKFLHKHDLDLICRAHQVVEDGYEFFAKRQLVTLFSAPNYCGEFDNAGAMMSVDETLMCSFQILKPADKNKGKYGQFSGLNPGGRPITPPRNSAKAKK
GASC-1 inh = inhibitors of GASC-1 histone demethylase, primary screen, biochemical, fluorescence, DELFIA europium | AID 2099, 2009 | inhibition, % at 2.35 µM | GST-JMJD2C(1-420) H3K9me3 demethylation | 330,000 tested, 0.069% active | Lysine-specific demethylase 4C (Homo sapiens), Q9H3R0;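 active means more than half of a compound's replicate wells show inhibition beyond 50%, single wells judged on their own value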;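 further: signal counts dimethyl H3K9 product captured on neutravidin plate; 0% = median of DMSO wells and 100% = 0.3 times that DMSO median; strong numbers were not always called active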
proCasp3 act = activators of human procaspase-3 D3A mutant, primary screen, biochemical, absorbance, PC-3 D3A mutant, single concentration | 330,000 tested, 0.11% active | activation, % at 8.5 µM | Caspase-3 (Homo sapiens), P42574 | recombinant procaspase-3 D3A, Ac-DEVD-pNA absorbance 405 nm;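 active means activation above the mean of all tested compounds plus 3 SD, cut at about 21% in these data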;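 further: 0% = DMSO alone and 100% = DMSO wells spiked with extra 5 µM PC-3 D3A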
Target sequence (P42574 whole entry D9A/D28A/D175A): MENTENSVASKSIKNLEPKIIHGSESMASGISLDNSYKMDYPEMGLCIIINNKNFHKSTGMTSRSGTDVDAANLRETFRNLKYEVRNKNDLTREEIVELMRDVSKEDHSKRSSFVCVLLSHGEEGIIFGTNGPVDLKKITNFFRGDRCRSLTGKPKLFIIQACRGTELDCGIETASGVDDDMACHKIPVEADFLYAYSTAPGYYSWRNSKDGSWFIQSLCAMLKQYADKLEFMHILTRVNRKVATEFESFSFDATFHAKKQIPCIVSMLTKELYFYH
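Assay system: Procaspase-3 D3A mutant, all three cleavage aspartates alanine. Buffer or medium: Zinc-free HEPES saline buffer with Triton X-100. Times: 1 h compound preincubation, 2 h substrate hydrolysis at 25 °C. Measured by: 405 nm absorbance of p-nitroaniline, reads at 0 and 120 min. Read-out basis: percent activation relative to control range. Replicates: singlicate.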
GRK2 aptamer HTS = compounds blocking aptamer binding on GRK2 – biochemical, human GRK2, bead flow cytometry, HTS, primary screen. Beta-adrenergic receptor kinase 1 (Homo sapiens), P25098. FAM-aptamer displacement from GRK2. inhibition of aptamer binding, % at 10 µM. 330,000 tested, 0.59% active;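 active means inhibition of aptamer binding above 40%, roughly 3 SD of noise, on plates passing a quality check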;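 further: median bead fluorescence of bound FAM aptamer so fluorescent compounds give negative values; no value below 0 was filed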
HCV core dimer = inhibitors of HCV core protein dimerization, primary screen, biochemical, TR-FRET, high-throughput. inhibition, % at 5 µM. 300,000 tested, 0.33% active. TR-FRET GST/Flag-core106 dimerization, 1536-well;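 active means inhibition above the mean of all tested compounds plus 3 SD, set per screening campaign, cut at about 45% in these data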
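System: GST-tagged and Flag-tagged HCV core protein residues 1-106 / Input: core106 proteins, GST 13.5 nM and Flag 17 nM / Buffer or medium: KF-containing HEPES buffer, pH 7.45, DTT, CHAPS, BSA / Probe or stimulus: Eu-anti-GST and XL665-anti-Flag labelled anti-tag antibodies / Schedule: 4 h, 22.5 °C incubation / Technique: TR-FRET 671 and 617 nm emission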
* hit, by the source's call; i = inactive; nt = no result given; & = joins results of further samples.

SMILES,PP5 inh,GRK2 aptamer HTS,VLA-4 inh,HCV core dimer,proCasp3 act,GASC-1 inh,proCasp7 act,PP1 inh,CTSL1 counter
COC(=O)c1ccc(CNC(=O)c2coc3ccccc3c2=O)cc1,-0.3,3,-12,-2,0,1,7,2,7
COc1ccc(NC(=O)N2C3CCCC2CC(NC(=O)c2ccccc2)C3)cc1 (stereo not given),0.4,1,7,0,6,7,6,-4,1
CCOC(=O)C(=CNc1cscc1S(=O)(=O)C(C)C)C(=O)OCC,2.7,0,10,3,13,6,6,0,0
CCOc1cc(S(=O)(=O)NCc2ccc3c(c2)OCO3)c(C)cc1C,6.0,3,9,9,1,6,11,1,-1
CC1CCN(S(=O)(=O)c2ccc(C(=O)Nc3ccccc3-c3nc4ccccc4[nH]3)cc2)CC1,1.1,3,6,18,6,7,5,-1,-2
N#Cc1ccccc1OCC(=O)OCC(=O)N1CCCC1,nt,0,-1,nt,8,0,-3,nt,nt
Cn1c(CSc2nc3ccccc3s2)nnc1SCC(=O)NCc1ccccn1,3.3,4,3,5,-20,0,-11,-4,3
CCc1ccccc1Nc1nn2c(=O)c3ccc(C(=O)NCc4ccccn4)cc3nc2s1,-4.0,1,-15,10,8,-4,7,-1,-2
COc1ccc(CC(=O)Nc2nnc(SCC(=O)NCc3ccco3)s2)cc1OC,0.8,3,13,3,2,-4,-2,-4,-1
CCN(CC)c1ccc(C(=O)OCC(=O)Nc2cc(C)on2)cc1,-2.2,0,0,nt,8,0,0,-3,nt
CN(C)C(CNS(=O)(=O)c1ccc(Cl)cc1)c1cccnc1 (stereo not given),3.7,2,-1,-4,3,0,-4,1,0
O=C(CN1C(=O)NC2(CCc3ccccc32)C1=O)Nc1ccc(N2CCOCC2)cc1 (stereo not given),2.3,4,24,7,0,4,-8,-4,-4
Cc1ccc2cc(C#N)c(N3CCCN(S(=O)(=O)c4ccc(F)cc4)CC3)nc2c1,1.3,0,1,31,-6,-4,-8,4,3
COCCCN(C(=O)c1cc(C)oc1C)c1c(N)n(CC(C)C)c(=O)[nH]c1=O,-1.5,0,10,nt,6,9,-5,-5,nt
Cc1cccc(Cn2c(N3CCN(CCO)CC3)nc3c2c(=O)[nH]c(=O)n3C)c1,-1.3,0,3,4,3,-3,0,-4,6
CCOC(=O)C(C(=O)OCC)c1cc(Br)c2noc3c2c1C(=O)c1ccccc1-3,-0.7,51*,i,15,-9,3,-1,7,2
O=C(O)C(c1ccccc1)C1(O)CCCC1 (stereo not given),3.8,0,11,-1,3,4,-10,-3,-4
NC(=O)c1ccc(CN2CCc3ccccc3C2)cc1,1.5,0,-8,-7,-3,1,-2,-4,2
COc1cccc(N2CC(C(=O)Nc3nnc(SCC(=O)NC4CCCC4)s3)CC2=O)c1 (stereo not given),4.5,6,13,-2,-4,-11,0,1,4
COCCNC(=O)C(c1ccc(O)cc1)N(C(=O)CCC(=O)Nc1nccs1)c1ccc(C)cc1 (stereo not given),4.6,0,10,2,6,-21,6,-1,-4
O=C(O)Cn1cnc2c(OCc3ccccc3)ncnc21,nt,8,-8,nt,0,27,10,nt,nt
COCCN(C(=O)CSc1nnc(-c2ccc(C(C)(C)C)cc2)n1N)c1c(N)n(CC(C)C)c(=O)[nH]c1=O,0.0,0,-4,-4,-3,-10,-8,4,3
C=CCn1c(SCC(=O)Nc2cccc(OC)c2)nnc1-c1cccnc1,0.7,0,-17,-1,-2,-3,5,1,-2
O=C(Cc1ccc(Br)cc1)N1CCCCCC1,1.4,3,5,-3,11,7,-7,-1,-1
Cc1ccc(S(=O)(=O)NCc2ccc(C(=O)NCCCN3CCN(C)CC3)cc2)cc1,-1.9,23,12,-3,0,-11,10,-7,2
COc1ccc(CNC(=O)Nc2ccc([N+](=O)[O-])cc2)cc1,-0.3,3,-9,9,8,10,3,-3,3
CC(=O)Nc1ccccc1NC(=O)C/C(C)=N/NC(=O)C(=O)Nc1cccc(Cl)c1C,-2.1,38,-2,1,-3,24,0,0,1
COCC(=O)OCC(=O)c1cc(C)n(-c2ccc(Br)cc2)c1C,0.5,5,7,7,-8,0,-12,-2,-12
CC(=O)OC(CC(=O)O)C[N+](C)(C)C (stereo not given),0.5,2,28,3,1,-5,8,0,-5
CN(C(=O)c1cc2nc(-c3ccco3)cc(C(F)(F)F)n2n1)C1CCCCC1,0.7,2,8,10,10,-2,6,-1,5
CCOCCCNC(=O)CNC(=S)N(Cc1ccc(C)cc1)Cc1ccco1,2.2,0,0,5,1,0,-14,-3,-5
Cc1nc2ccc(NS(=O)(=O)c3ccc(F)c(F)c3)cc2s1,0.4,0,-11,nt,7,-2,9,0,nt
O=C(Nc1ccccc1C(F)(F)F)NC1CCCCCCC1,-0.8,0,6,1,-5,9,8,-6,3
Cn1c(SCc2ccc(C#N)cc2)nnc1-c1cccc(Cl)c1,-1.2,0,12,7,-3,5,2,4,0
COc1cc(NS(=O)(=O)c2ccc(NC(=O)/C=C/C(=O)O)cc2)nc(OC)n1,1.8,12,10,-7,-9,1,-8,0,-3
COCC(=O)Nc1cc(C(=O)OC)cc(C(=O)OC)c1,2.4,4,12,-9,-4,0,3,-1,0
COc1cc(NC(=O)c2cnn3c(C(F)F)cc(C4CC4)nc23)c(OC)cc1Cl,0.9,5,-13,-2,-3,11,-5,-6,-1
CCSc1nc(C)nc2sc(C)c(C)c12,0.8,3,6,-3,8,0,-4,-6,2
COc1ccc(N2CCN(S(=O)(=O)CCNC(=O)/C=C/c3ccc4c(c3)OCO4)CC2)cc1,1.5,0,6,2,6,-9,10,2,0
COCCn1c(COc2cccc(OC)c2)nnc1SCC(=O)NC1CCCCC1,1.8,1,-4,-6,0,-1,8,-2,-2
CC(=C/c1ccc(C(C)C)cc1)/C=N/NC(=O)CSc1ccccn1,5.0,0,4,4,-11,-29,6,5,-3
C=CCOc1ccc(CNCc2cccnc2)cc1,0.9,2,8,-6,1,-1,-12,-2,4
O=C(COC(=O)c1ccccc1NC(=O)c1ccco1)NC1CCS(=O)(=O)C1 (stereo not given),-1.1,2,0,3,8,-6,5,-6,-3
N#Cc1ccccc1NC(=S)NC(=O)c1cccnc1,1.4,0,16,-5,-14,-13,-10,-2,-3
O=C(CN1C(=O)NC2(CCCCC2)C1=O)Nc1ccc2c(c1)CCC2,-0.4,0,-1,6,7,-5,8,8,-1
O=S1(=O)N=C(N=Nc2c(O)[nH]c3ccccc23)c2ccccc21,-1.4,0,-15,-3,-15,-3,-5,-5,7
O=C(COC(=O)C12CC3CC(CC(Cl)(C3)C1)C2)N1CCCCC1,nt,0,-3,nt,7,14,-8,nt,nt
CCc1ccc(-c2nc(SCC(=O)c3c(N)n(C4CC4)c(=O)[nH]c3=O)n[nH]2)cc1,2.2,0,1,nt,-2,-2,8,1,nt
COc1ccc(/C=N/NC(=O)c2cc(-c3cccc(C)c3)nc3ccccc23)cc1O,3.2,0,9,4,-5,-4,15,-1,0
COc1ccc(C(=O)NCc2ccc3c(c2)OCO3)c(OC)c1,3.2,0,-2,1,-5,0,-7,-1,-1
C[C@H](CO)N1C[C@H](C)[C@@H](CN(C)C)Oc2c(NS(=O)(=O)c3ccccc3)cccc2C1=O,nt,3,11,nt,7,10,5,nt,nt
Cc1c(OC(C)C(=O)NCc2ccncc2)ccc2c3c(c(=O)oc12)CCCC3 (stereo not given),-2.0,1,-1,-2,5,1,2,0,2
C#Cc1ccc([C@H]2C=C(C(=O)NCc3ccccc3)O[C@@H](OCc3ccc(CO)cc3)C2)cc1,2.5,1,6,28,11,-2,-1,2,-1
O=C(Nc1cccc(Oc2ccc3c(c2)C(=O)NC3=O)c1)c1ccco1,4.3,1,-25,-8,4,3,7,5,2
CCOC(=O)CSc1nc2ccccc2c(=O)n1CC(C)C,2.2,0,0,3,-2,nt,4,-2,1
N#CC(c1ccc(Cl)cc1)c1ccc2c(C(F)(F)F)cc(C(F)(F)F)nc2n1 (stereo not given),0.3,1,6,21,-3,-3,-2,-1,8
O=C(O)c1cc(-c2ccccn2)n[nH]1,1.0,2,-3,1,6,18,7,-5,-4
Cc1ccc2nc(SCC(=O)NCc3cccs3)c(C#N)cc2c1,0.8,0,9,37,-7,-7,-6,-2,1
CC1CN(C(=O)CS(=O)(=O)Cc2ccc(Cl)cc2)CC(C)O1 (stereo not given),3.7,0,-10,-4,-11,-6,-1,1,-2
NS(=O)(=O)c1ccc(S(=O)(=O)c2ccccc2)nc1,2.4,0,-3,-1,-2,nt,-1,-1,0

More results follow.
SMILES,PP5 inh,GRK2 aptamer HTS,VLA-4 inh,HCV core dimer,proCasp3 act,GASC-1 inh,proCasp7 act,PP1 inh,CTSL1 counter
Cn1c(=O)n(Cc2ccc(F)cc2)c(=O)c2c1nc1n2CCCN1C1CCCCC1,1.0,4,2,5,-10,-3,1,1,4
CCOC(=O)N1CCN(c2c(NCC3CCN(Cc4cccc(C)c4)CC3)c(=O)c2=O)CC1,1.9,0,-10,-1,10,21&-3,8,1,-4
CCOC(=O)N1CCN(S(=O)(=O)c2ccc(C(=O)Nc3sc4c(c3C#N)CC(C)(C)NC4(C)C)cc2)CC1,3.9,2,7,-3,2,-4,-10,1,3
Nc1ncc(-n2cncn2)c(-c2ccc(Cl)cc2)n1,2.6,0,6,0,1,-1,-3,0,0
COC(=O)c1ccc(NC(=O)CCN2CCN(c3ccccc3)CC2)cc1,-0.9,5,0,-4,-7,24,-3,0,0
